# MrgX1 allo act – positive allosteric modulators of MrgX1, primary screen, HEK293 cells, Fluo-4 calcium flux; Mas-related G-protein coupled receptor member X1 (Homo sapiens), Q96LB2; FDSS; active compounds read high; B-score at 10 µM; actives 0.63% (n = 310,000); AID 588675, 2011;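 active = plate-corrected calcium response at least 3 library SD above typical, normal starting fluorescence, not activating the receptor alone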;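 note: compound read alongside a low EC10 to EC30 dose of BAM8-22 agonist; peak minus trough fluorescence over baseline measured at the second addition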
# Target sequence (Q96LB2 whole entry, looked up): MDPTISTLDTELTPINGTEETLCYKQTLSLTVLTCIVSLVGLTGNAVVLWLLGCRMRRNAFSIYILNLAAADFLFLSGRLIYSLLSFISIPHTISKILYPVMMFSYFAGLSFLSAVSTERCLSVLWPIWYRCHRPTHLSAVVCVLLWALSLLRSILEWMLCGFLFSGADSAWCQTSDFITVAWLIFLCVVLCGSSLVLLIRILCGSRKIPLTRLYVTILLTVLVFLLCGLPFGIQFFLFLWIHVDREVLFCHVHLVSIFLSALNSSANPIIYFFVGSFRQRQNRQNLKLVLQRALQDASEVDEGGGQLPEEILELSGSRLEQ
# MrgX1 agonist – agonists of human MrgX1 receptor, primary screen, HEK293 cells, Fluo-4 calcium flux | Mas-related G-protein coupled receptor member X1 (Homo sapiens), Q96LB2 | Fluo-4 calcium fluorescence, agonist mode; active compounds read high | B-score at 10 µM | actives 0.44% (n = 310,000) | AID 588627, 2011;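 active = calcium response B-score plate-corrected fluorescence ratio at least 3 library SD, with starting fluorescence B-score inside 5 SD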
#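 System – MrgX1-expressing HEK293 cells · Incubation – cells plated overnight, dye loaded 0.5 h 37 °C, 0.5 h room temperature · Technique – kinetic Fluo-4 NW fluorescence of intracellular calcium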
# TRPC4 act – activators of mouse TRPC4 channel, primary screen, Fluo4 calcium, HEK293 TRPC4beta/mu-opioid cells; AID 2237, 2010; B-score at 10 µM; Fluo4 calcium fluorescence; active compounds read high; actives 0.49% (n = 310,000);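 active = B-score above 5 SD of library B-scores, and initial fluorescence ratio not above library mean plus 5 SD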;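 note: positive B-score marks a calcium rise read as TRPC4 activation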
#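 Assay system: HEK293 stable line with TRPC4beta plus mu-opioid receptor. Times: dye 45 min RT, read 110 s. Measured by: kinetic Fluo4 calcium fluorescence. Measure: B score of integrated ratio. Controls: assay buffer as low control, maximal DAMGO as high control.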
# TRPC4 PAM – positive allosteric modulators of TRPC4, primary screen, cell-based, mouse TRPC4beta, HEK293 mu-opioid, Fluo-4 calcium | Short transient receptor potential channel 4 (Mus musculus), Q9QUQ5 | DAMGO EC20, Fluo-4 Ca2+ flux; active compounds read high | B-score at 10 µM | actives 0.42% (n = 310,000) | AID 2227, 2009;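 active = B-score of calcium response area above 5 SD of library B-scores, with initial fluorescence ratio within 5 SD of library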;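 note: B-score of integrated fluorescence ratio over time as area under calcium response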
# TRPC6 inhibitor – mouse TRPC6 channel inhibitors, primary screen, cell-based, HEK293, membrane potential dye; Short transient receptor potential channel 6 (Mus musculus), Q61143; AID 2553, 2010; ACh-evoked depolarization; active compounds read low; B-score at 10 µM; actives 1.1% (n = 310,000);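 active = B-score under library mean minus 3 SD, initial fluorescence not abnormally high, positive integrated signal ratio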;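 note: B-score derived from integrated fluorescence ratio over the kinetic read; more negative B-score means stronger inhibition of depolarization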
# TMEM16A inh – TMEM16A chloride channel inhibitors, primary screen, cell-based, HTS | normalized B-score (activity score, 25-100; higher = stronger inhibition) at 10 µM | Anoctamin-1 (Mus musculus), Q8BHY3 | actives 1.2% (n = 310,000) | AID 588511, 2011 | HEK293 TMEM16A/YFP iodide influx fluorescence, ionomycin;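 active = ratio plate-corrected score three or more library SD toward inhibition, starting fluorescence score within five deviations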;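 note: score derived from kinetic fluorescence span divided by baseline fluorescence per well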
# MrgX1 antagonist – antagonists of human MrgX1 receptor, primary screen, HEK293 cells, Fluo-4 calcium flux | Mas-related G-protein coupled receptor member X1 (Homo sapiens), Q96LB2 | BAM8-22 antagonism; active compounds read low | B-score at 10 µM | actives 1.3% (n = 310,000) | AID 588676, 2011;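 active = calcium-response B-score plate-corrected more than 3 library SD below zero, starting fluorescence within 5 deviations, no agonist response on first addition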;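 note: peak minus trough fluorescence over baseline after final BAM8-22 challenge near maximal dose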
# TRPC4 inh – inhibitors of mouse TRPC4 channel, primary screen, Fluo4 calcium, HEK293 TRPC4beta/mu-opioid cells | DAMGO-evoked Fluo4 calcium flux; active compounds read low | actives 0.39% (n = 300,000) | Short transient receptor potential channel 4 (Mus musculus), Q9QUQ5 | AID 2247, 2010 | B-score at 10 µM;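 active = B-score over 3 SD under the library average, no early fluorescence shift, positive overall ratio signal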
#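 Assay system: TRPC4beta/mu-opioid receptor HEK293 cell line; compound dosing: single concentration per test compound; detection: Fluo4 Ca2+ flux fluorescence; evaluation: per-well B score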
# TRPC6 activator – mouse TRPC6 channel activators, primary screen, cell-based, HEK293, membrane potential dye; AID 2550, 2010; HEK293-TRPC6 membrane potential dye fluorescence; active compounds read high; actives 0.13% (n = 310,000); B-score at 10 µM;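 active = B-score of the integrated fluorescence ratio above library mean plus 3 SD, and starting fluorescence ratio within library mean plus 5 SD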;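 note: higher score means more depolarization so channel activation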
# TMEM16A act – TMEM16A chloride channel activators or potentiators, primary screen, cell-based, HTS; Anoctamin-1 (Mus musculus), Q8BHY3; HEK293 TMEM16A/YFP-H148Q/I152L, iodide quench fluorescence; active compounds read low; B-score at 10 µM; actives 0.3% (n = 340,000);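 active = fluorescence-ratio B-score plate-corrected deviation score at least 3 library SD below zero, with starting fluorescence score within 5 deviations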;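 note: channel opened by trigger with iodide after compound preincubation; score built on the fluorescence ratio of max minus min over baseline; more negative score means more quench and so TMEM16A activation or potentiation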
# SKKanGAS inh – S. pyogenes SKKanGAS growth inhibitors in kanamycin, primary screen, streptokinase expression inhibitor project, SKKanGAS strain, BacTiter-Glo luminescence. 6 h. inhibition, % at 7.5 µM. actives 1.3% (n = 300,000);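 active = mean replicate score, as percent of positive control median, at least 50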;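 note: strain carries kanamycin resistance gene driven by streptokinase promoter and grows in 40 µg/ml kanamycin; loss of luminescence reflects streptokinase promoter inhibition or plain growth inhibition; 0% = median of DMSO wells and 100% = positive control at its reference dose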
# An asterisk follows results filed as active; i = inactive; / = not tested or not shown. Hits appear at their usual frequency. About 6.7% of those tested had a hit in this group.
SMILES,MrgX1 allo act,MrgX1 agonist,TRPC4 act,TRPC4 PAM,TRPC6 inhibitor,TMEM16A inh,MrgX1 antagonist,TRPC4 inh,TRPC6 activator,TMEM16A act,SKKanGAS inh
CC(=O)N1CCc2cc(S(=O)(=O)NCCC(=O)NCCc3ccccc3)ccc21,i,i,i,i,i,i,i,i,i,i,-1
O=C1c2cccnc2C(Nc2ccc(S(=O)(=O)N3CCCCC3)cc2)N1Cc1ccccc1 (centres undefined),i,i,i,i,i,i,i,i,i,i,9
COc1ccc(S(=O)(=O)N(C)C)cc1NCC(=O)Nc1ccc(Br)c(C)c1,i,i,i,i,i,i,i,i,i,i,1
COc1cccc(-n2cnc3sc4c(c3c2=O)CCC4)c1,i,i,i,i,i,i,i,i,i,i,1
CCOC(=O)C1C(=O)C=C(C)C(C(=O)OCC)C1c1cccc([N+](=O)[O-])c1 (centres undefined),i,i,i,i,i,i,i,i,i,i,0
Cc1ccc(C(=O)N/C(=C\c2ccc3c(c2)OCO3)C(=O)N2CCOCC2)cc1,i,i,i,i,i,i,i,i,i,i,10
CCOC(=O)CSc1nnc(NC(=O)c2cc([N+](=O)[O-])cc([N+](=O)[O-])c2)s1,i,i,i,i,i,25*,i,i,i,i,8
O=C(CN1CCN(c2cccc(Cl)c2)CC1)NCc1ccccc1,i,i,i,i,i,i,i,i,i,i,-4
C#CC1(NC(=O)NCCCC)CCCCC1,i,i,i,i,i,i,i,i,i,i,3
Cc1ncc(CN2CCCC(C(=O)Nc3ccc(-c4ccco4)cc3)C2)n1C (centres undefined),i,i,i,i,i,i,i,i,i,i,3
C=CCOc1ccc(CN(C)C(=O)CNC(=O)c2ccc(-c3ccccc3)cc2)cc1,i,i,i,i,i,25*,i,i,i,i,5
COc1ccccc1CNC(=O)CN1C(=O)COc2ccc(S(=O)(=O)N3CCCCC3)cc21,i,i,i,i,i,i,i,i,i,i,-6
COc1cccc(OCC(O)CNC(C)c2ccccc2)c1 (centres undefined),i,i,i,i,i,i,i,i,i,i,6
COc1ccc(C(CNC(=O)CNS(=O)(=O)c2ccc(NC(C)=O)cc2)N2CCOCC2)cc1 (centres undefined),i,i,i,i,i,i,i,i,i,i,-9
CCOC(=O)Cn1nc(C)n(-c2ccc(C)cc2)c1=O,i,i,i,i,i,i,i,i,i,i,-4
Cn1c(Cn2nnc3ccccc32)nnc1SCC(=O)NCc1ccc2c(c1)OCO2,/,/,i,i,i,/,/,i,i,i,-8
O=C(O)CCCNC(=O)CCCNC(=O)C(c1ccccc1)c1ccccc1,i,i,i,i,i,i,i,i,i,i,-1
CCN(Cc1ccccc1)C(=O)CCS(=O)(=O)c1ccc2c(c1)oc(=O)n2C,i,i,i,i,i,i,i,i,i,i,2
COC(=O)c1ccccc1N=Nc1c(C)[nH][nH]c1=O,i,i,i,59*,i,i,i,i,i,i,2
CC(=O)c1cccc(NC(=O)c2cnn3ccccc23)c1,i,i,i,i,i,i,i,i,i,i,-4
CCOc1ccccc1OCCCC(=O)OCC(=O)Nc1cccc(Cl)c1,i,i,i,i,i,i,i,i,i,i,-14
CCc1nc2ccccc2n1CC(=O)OCC(=O)N(CC(C)C)c1c(N)n(Cc2ccccc2)c(=O)[nH]c1=O,i,i,i,i,i,i,i,i,i,i,21
Cc1ccc(Nc2ncnc3sc(C)c(C)c23)cc1,i,i,i,i,i,i,i,i,i,i,3
CCOc1ccc(S(=O)(=O)NCCC(=O)N2CCN(c3ccc(OC)cc3)CC2)cc1,i,i,i,i,i,i,i,i,i,i,-5
CC(C)(C)c1ccc(/C=C/C(=O)NCCCn2ccnc2)cc1,i,i,i,i,i,i,i,i,i,i,-1
Cc1ccc(NC(=O)CCc2c(C)nn(-c3ccc(N4CCOCC4)nn3)c2C)cc1,i,i,i,i,i,i,i,i,i,i,-3
Cc1cccn2c(=O)c3cc(C(=O)NCCC4=CCCCC4)n(C)c3nc12,i,i,i,i,i,i,i,i,i,i,6
c1ccc(NC2=NCCN2CC2CCCCCC2)cc1,i,i,/,/,/,i,i,/,/,i,/
Fc1ccccc1CSc1ncn[nH]1,i,i,i,i,i,i,i,i,i,i,-7
CNS(=O)(=O)c1ccc(NC(=O)Nc2cccc(F)c2)cc1,i,i,44*,i,i,i,i,i,i,i,-7
Cc1ccc(CCNC(=O)CCc2nc3ccccc3[nH]2)cc1,i,i,i,i,i,i,i,i,i,i,-10
O=C(CCl)N1CCN(S(=O)(=O)c2ccc3ccccc3c2)CC1,i,i,i,i,i,i,i,i,i,i,-1
COc1ccc(-c2noc3c2-c2nc(C4CCCCC4)sc2CC3)cc1,i,i,i,i,i,i,i,i,i,i,17
CNC(=O)CSCc1c(F)cccc1Cl,i,i,i,i,i,i,i,i,i,i,9
Cc1cc(N2CCN(C)CC2)nc2ccc(NC(=S)N3CCN(c4cccc(Cl)c4)CC3)cc12,i,i,i,i,i,i,i,i,i,i,-2
CC(C)c1nc(CNC(=O)CC2C(=O)NCCN2Cc2ccoc2)cs1 (centres undefined),i,i,i,i,i,i,i,i,i,i,4
CCOC(=O)c1cnc(SCC#N)nc1N,i,i,i,i,i,i,i,i,i,i,0
CC1(C)CC(=O)C=C(NC2CC(C)(C)NC(C)(C)C2)C1,i,i,i,i,i,i,i,i,i,i,-4
Cn1c(CCNC(=O)C2CCCCC2)nc2cc([N+](=O)[O-])ccc21,i,i,i,i,i,i,i,i,i,i,-3
COCCNC(=O)/C(C#N)=C/c1c(N2CCN(c3ccc(OC)cc3)CC2)nc2c(C)cccn2c1=O,i,i,i,i,i,i,i,i,i,i,4
CN(Cc1ccccc1)S(=O)(=O)c1nnc(NC(=O)c2ccc(F)cc2)s1,i,i,i,i,i,i,i,i,i,i,17
O=C(NCCCN1CCCC1=O)c1ccc(S(=O)(=O)Nc2cccc(C(F)(F)F)c2)cc1,i,i,i,i,i,i,i,i,i,i,2
COc1ccc(/C=N/NC(=O)c2cccc(O)c2)cc1Cn1nc(C)c([N+](=O)[O-])c1C,i,i,i,i,i,i,i,i,i,i,-10
COCc1cc(C)nc(SCC(=O)Nc2ccc(C)c(C)c2)c1C#N,i,i,i,i,i,i,i,i,i,i,-5
COc1ccc(Cc2n[nH]c(=S)n2-c2ccc3c(c2)OCCO3)cc1,i,i,i,i,i,i,i,i,i,i,18
O=C(NC(=S)N1CCN(c2ccc(Cl)cc2[N+](=O)[O-])CC1)c1cccs1,i,i,i,i,i,i,i,i,i,i,71*
C=CCOc1ccc(C2=NOC(C(=O)Nc3ccc4c(c3)OCCO4)C2)cc1OC (centres undefined),i,i,i,i,i,i,i,i,i,i,12
Cc1cccc(N2CCN(C(=O)C3CCC(=O)N(C4CC4)C3)CC2)c1C (centres undefined),i,i,i,i,i,i,i,i,i,i,1
COc1ccc(/C=N\NC(=O)C2C(=O)NCC2c2ccccc2)cc1O (centres undefined),i,i,i,i,i,i,i,i,i,i,4
Cc1ccc(NC(=O)COC(=O)CNC(=O)C2CCCCC2)c(Br)c1,i,i,i,i,i,i,i,i,i,i,7
O=c1[nH]c(C2CCCN(S(=O)(=O)c3ccccc3)C2)nc2c1nnn2Cc1ccc(OC(F)(F)F)cc1 (centres undefined),i,i,i,i,i,i,i,i,i,i,23
CCC1(c2ccc(F)cc2)NC(=O)N(CC(=O)Nc2ccc(S(N)(=O)=O)cc2)C1=O (centres undefined),i,i,i,i,i,i,i,i,i,i,-13
COc1cccc(OC)c1C(=O)Nc1cc(C)nn1-c1nc2ccccc2[nH]1,i,i,i,i,i,i,i,i,i,i,51*
COc1ccc(C(=O)Nc2ccccc2NC(=O)c2ccco2)cc1OC,i,i,i,i,i,i,i,i,i,i,-5
Cc1ccc(C(=O)N2CC=C(c3ccccc3)CC2)s1,i,i,i,i,i,i,i,i,i,i,11
N/C(=N\OC(=O)c1ccc(Cl)c(Cl)c1)c1cccnc1,i,i,i,i,i,i,i,i,i,i,0
Cc1n[nH]c(C)c1CCN(C)C(=O)C1CCC(=O)N(CC2CCCCC2)C1 (centres undefined),i,i,i,i,i,i,i,i,i,i,6
CC(=O)Nc1ccc(S(=O)(=O)N2CCc3c(Cl)cccc3C2)cc1,i,i,i,i,i,i,i,i,i,i,-5
COc1ccc(CC(=O)N/N=C/c2c(C)n(C)c3ccccc23)cc1OC,i,i,i,i,i,i,i,i,i,i,-2
O=C(NCCCn1ccnc1)c1cc2c(s1)CCCC2,i,i,i,i,i,i,i,i,i,i,-3
CCN1C(=O)c2cccc3c(S(=O)(=O)Nc4ccccc4OC)ccc1c23,i,i,76*,i,i,i,i,i,i,i,-6
CNc1ccc(/C=C2\CSc3ccccc3C2=O)cc1[N+](=O)[O-],i,i,i,i,i,i,i,i,i,i,19
CCC1(C)OC(=O)N2CCc3c(C)[nH]c4c(C)ccc(c34)C21C (centres undefined),i,i,i,i,i,i,i,i,i,i,-2

# Single records, from the list above:
# `O=c1[nH]c(C2CCCN(S(=O)(=O)c3ccccc3)C2)nc2c1nnn2Cc1ccc(OC(F)(F)F)cc1` (centres undefined) across the screens: MrgX1 allo act = i; MrgX1 agonist = i; TRPC4 act = i; TRPC4 PAM = i; TRPC6 inhibitor = i; TMEM16A inh = i; MrgX1 antagonist = i; TRPC4 inh = i; TRPC6 activator = i; TMEM16A act = i; SKKanGAS inh = 23
# `Cc1cccc(N2CCN(C(=O)C3CCC(=O)N(C4CC4)C3)CC2)c1C` (centres undefined) across the screens: MrgX1 allo act = i; MrgX1 agonist = i; TRPC4 act = i; TRPC4 PAM = i; TRPC6 inhibitor = i; TMEM16A inh = i; MrgX1 antagonist = i; TRPC4 inh = i; TRPC6 activator = i; TMEM16A act = i; SKKanGAS inh = 1

# Screens: PubChem BioAssay, several laboratories
